# Bioassay records from PubChem BioAssay.
# HepG2 tox: HepG2 cytotoxicity, counter-screen for TGF-b inhibitors. Potency, µM (doses to about 46.1 µM), inactives show top-dose activity change, negative = cytotoxicity, hits mostly cytotoxic. 410,000 tested, 0.76% active. HepG2 CAGA-GFP viability, ATP luminescence, 18 h; also: potency is read from the fitted curve at half-maximal effect; some results filed as inactive show a strong effect at the top dose
#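 CellTiter-Glo luminescence gave cytotoxicity after 18 hours at 37 degrees C. The cells were HepG2 CAGA-GFP in 1% FBS DMEM, stimulated with 500 pg/mL TGF-beta after compound addition. %Activity was normalised to no-cell wells (complete cell-killing) and DMSO (no toxicity), and curves were fitted and classified.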
# TGFb SMAD3 inh: TGF-b pathway inhibition; HepG2 CAGA-GFP TGF-b/SMAD3 reporter, GFP fluorescence, 18 h; TGF-beta stimulated, 500 pg/mL final; 410,000 tested, 1.2% active; Potency, µM (doses to about 46.1 µM), for inactives: top-dose activity, negative = inhibition, usual class: inhibitors; AID 588855; also: potency is read from the fitted curve at half-maximal effect; % is scaled to controls: 0 for no effect and ±100 for the full control effect; nearly all actives have a fitted effect of over 65% in size
#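 Inhibition was scored as loss of TGF-beta-induced (500 pg/mL final, 18 hours, 37 degrees C) GFP in HEPG2 cells carrying a CAGA-GFP reporter, in DMEM with 1% FBS. Well GFP was summed per cell; Activity was normalised to unstimulated and stimulated DMSO wells, then concentration-response fitting.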
# Abeta yeast res: restores growth of yeast expressing A-beta42 peptide. AID 1347071. 410,000 tested, 0.063% active. Potency, µM (highest dose often 46.1 µM), without a hit: at the top dose growth rescue, actives largely listed as activators. yeast expressing A-beta42, growth rescue, OD600, 48 h; response scale: 0% DMSO, 100% iron-clioquinol control; also: potency is read from the fitted curve at half-maximal effect; nearly all actives have a fitted effect of over 55% in size
#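 Growth rescue measured by 600 nm absorbance after 48 h yeast culture at 30 C with compound. Values normalized between DMSO and an equimolar ferric chloride plus clioquinol control.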
# A549 tox: A549 cytotoxicity, counter-screen for Nrf2 inhibitors; 390,000 tested, 0.16% active; AID 504648; Potency, µM (highest dose often 46 µM), for the others: top-dose activity change, negative = cytotoxicity, hits mostly inhibitors; A549 ARE-Fluc cells, CellTiter-Fluor viability, 18-24 h; also: potency is read from the fitted curve at half-maximal effect; % is scaled to controls: 0 for no effect and ±100 for the full control effect
#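 A549 ARE-Fluc cells in 5% FBS OPTI-MEM, 5000 cells/well, rested 2 h then exposed to compounds in concentration-response for 18-24 h at 37 °C. Viability by CellTiter-Fluor fluorescence (Ex 405/Em 525) after 30 min; luciferase luminescence (BugLite, 15 min, RT) read afterwards.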
# pAkt inh: inhibitors of Akt phosphorylation. activity change, % for hits at 50 µM. 360,000 tested, 0.32% active. Neuro2A IGF-stimulated pAkt S473 HTRF, 20 min; active compounds read low; in the data active = activity change below about -80%; inconclusive = mostly about -51% to -80%; also: % is scaled to controls: 0 for no effect and ±100 for the full control effect
#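 Neuro2A cells in DMEM with 0.5% FBS, overnight at 37 deg C, given compound at single 50 µM final, then IGF (6 nM final) for 20 min at 37 deg C. Lysed; phospho-Akt Ser473 by HTRF after 24 h, 665/615 ratio.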
# Nrf2 activator: activates Nrf2 signaling; AREc32 ARE-luciferase reporter (MCF7-derived line), luminescence, 24 h; Potency, µM (doses to about 46.1 µM), without a hit: at the top dose activation, usual class: activators; 410,000 tested, 0.31% active; AID 624171; also: potency is read from the fitted curve at half-maximal effect; % of control where 0% means no effect; nearly all actives have a fitted effect of over 65% in size
#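 AREc32_Fluc, 1000 cells/well, OPTI-MEM + 5% FBS, o/n 37 deg C 5% CO2; 23 nL cpd by pin tool, 24 hr; Steady-Glo 30 min RT, luminescence.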
# CCT chaperon mod: changes cytosolic chaperonin activity; purified chaperonin ATPase assay, HTRF ADP detection, 30 min; activity change, % (concentration not given with the values), hits read low; 360,000 tested, 0.3% active; AID 651819; in the data active = activity change below about -30%; also: % is scaled to controls: 0 for no effect and ±100 for the full control effect
#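 TRiC at 40 or 20 nM final (batch-dependent) in 30 mM Tris pH 7.4, 100 mM KCl, 5 mM MgCl2, 1 mM DTT, with compound at single 76 uM and 10 uM ATP, 30 min at 37 deg C. ADP detected by HTRF Transcreener, 665/615 ratio.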
# Mm-Cpn inhibitor: M. maripaludis TRiC chaperonin inhibition; purified Mm-Cpn ATPase, ADP Transcreener TR-FRET; Potency, µM (titrated, usually from 76.9 µM), without a hit: at the highest dose activity, negative = inhibition, hits mostly inhibitors; 330,000 tested, 0.031% active; AID 504842; also: potency is read from the fitted curve at half-maximal effect; % is scaled to controls: 0 for no effect and ±100 for the full control effect; nearly all actives have a fitted effect of over 80% in size
#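 Reaction buffer contained 30 mM Tris pH 7.4, 100 mM KCl, 5 mM MgCl2 and 1 mM DTT. Mm-CPN (25 nM final) hydrolysed 10 uM ATP over 30 min at 37°C; ADP was read by HTRF.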
# Nrf2 inh: blocks Nrf2 signaling; A549 ARE-Fluc reporter, luciferase luminescence, 18-24 h; AID 504444; Potency, µM (titrated, usually from 46 µM), for inactives: at the highest dose activity change, negative = inhibition, usual class: inhibitors; 360,000 tested, 2.1% active; also: potency is read from the fitted curve at half-maximal effect; % is scaled to controls: 0 for no effect and ±100 for the full control effect; nearly all actives have a fitted effect of over 60% in size
#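 A549 ARE_Fluc cells (5000/well, 5% FBS OPTI-MEM) pre-incubated 2 h, then treated with compounds 18-24 h at 37C/5% CO2 in concentration-response. CellTiter-Fluor viability read first; BugLite luciferase luminescence after 15 min at room temperature gives Nrf2 activity.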
# The depositor's hits bear a star; i = inactive; ? = inconclusive; · = not tested or not shown; & = joins results of further samples; [ ] = another dose, or the depositor's remark. Unless noted, calls follow the shape of the dose curve; as a rule, active = well fitted curve in the direction sought with a large enough effect; inconclusive = small, poorly fitted or top-dose-only effect, or another doubt; inactive = no such curve, though single readings can be large; an effect the other way counts as inactive or inconclusive. Not a hit list; about 4.3% have a hit in one of these screens.
SMILES,HepG2 tox,TGFb SMAD3 inh,Abeta yeast res,A549 tox,pAkt inh,Nrf2 activator,CCT chaperon mod,Mm-Cpn inhibitor,Nrf2 inh
Cc1ccc(CNC(=O)c2ccc(CSCc3ccc(Cl)cc3)o2)cc1,-31.4%,?,-11.9%,8.3%,·,0.5%,·,·,·
Nc1ncnc2c1ncn2[C@@H]1O[C@H](CNC(=O)[C@@H](N)Cc2ccc(C(F)(F)F)cc2)[C@@H](O)[C@H]1O,7.9%,-3.1%,6.6%,-0.4%,i,0.0%,-0.1,-2.6%,11.7%
Cc1ccc(S(=O)(=O)Nc2cc3c4c(c2)CCC(=O)N4CCC3)cc1,-14.1%,6.4%,-3.1%,0.5%,i,9.3%,-0.1,-0.1%,-28.8%
CC(C)c1ccc(OCC(=O)Nc2ccc(S(=O)(=O)Nc3ccccn3)cc2)cc1,-2.6%,-1.3%,-15.6%,-5.8%,i,0.1%,-0.2,-7.2%,-15.6%
Nc1ccc2nc(SCc3ccccc3F)sc2c1,-23.5%,-18.4%,-63.9%[inhibitor],-0.5%,i,3.7%,1.1,1.6%,?
CCOC(=O)c1nn(-c2ccc(OC)cc2)c(=O)c2c(N)scc12,-1.7%,?,-4.3%,?,·,-0.2%,-0.5,1.2%&0.3%,-28.2%
CSC1=NCCN1C(=O)C12CC3CC(CC(C3)C1)C2,-1.5%,-12.0%,-19.8%,-1.3%,i,2.9%,-1.5,-4.3%,-18.2%
O=C(c1ccco1)N1CCN(C(=O)C2CCN(S(=O)(=O)c3cccs3)CC2)CC1,-12.2%,-4.5%,-6.2%,8.1%,·,-0.3%,0.1,-4.6%,·
COc1ccc(Cl)cc1C(=O)NCCCSc1ccccc1,-12.8%,-23.3%,23.1%,2.8%,i,0.4%,0.6,-0.3%,?
O=[N+]([O-])c1ccccc1S(=O)(=O)N1CCN(S(=O)(=O)c2ccc3c(c2)OCCO3)CC1,-16.1%,?,0.9%,4.2%&1.0%,·,0.1%,·,0.2%,-12.3%&-18.0%
CN(CC(=O)Nc1ccc(OC(F)F)cc1)S(=O)(=O)/C=C/c1ccccc1,-25.3%,?,7.1%,1.3%,i,2.6%,-2.3,0.1%,-13.5%
CC(=O)N1CN(S(=O)(=O)c2ccc(C)cc2)CC1C (stereo unspecified),-2.1%,2.2%,-12.6%,5.9%,i,0.0%,4.2,-0.6%,6.6%
O=C(CSc1nc2ccccc2c(=O)n1CCCO)N1CCc2ccccc21,-1.1%,21.9%,10.9%,1.5%,i,-0.9%,-2.4,-4.0%,11.1%
S=c1[nH]nc(-c2cccc(Cl)c2)n1/N=C/c1ccc(-c2ccccc2Br)o1,-45.4%,?,6.7%,-9.9%,i,-0.3%,-0.3,-12.1%,9.6%
O=C(COC(=O)CNS(=O)(=O)c1ccc(F)c(F)c1F)NC1CC1,-12.4%,0.3%,-0.2%,0.0%,i,-0.8%,1.6,1.5%,1.5%
Cc1ccccc1-n1ccnc1SCC(=O)NC1CCCC1,5.7%,28.5%,6.2%,-1.9%,i,0.0%,0.6,-3.3%,8.4%
COc1ccc(-c2csc3ncnc(N4CCN(S(=O)(=O)c5cccc(F)c5)CC4)c23)cc1,-4.3%,-9.0%,4.2%,7.0%,i,0.0%,-2.8,-10.7%,-3.2%
CCNC(=S)N1CCN(CC(=O)Nc2ccc(Br)cc2)CC1,-4.9%,-6.2%,-0.2%,-2.1%,i,-0.1%,-0.1,1.1%,-8.6%
CCCCNC(=O)CSc1nc2n[nH]c(C)c2c(=N)n1-c1cccc(Cl)c1C,-66.4%&-85.4%,?,-32.9%&15.2%,-2.9%&-21.8%,i,2.8%&2.2%,-3.1,-2.5%,?
Cc1cccc(CSc2ncc(CO)n2C)c1,-37.0%,1.8%,6.1%,-7.0%,·,0.8%,-1.7,-9.6%,20.8%
Cc1cc(NC(=O)Cn2c(C)nc3ccccc3c2=O)ccc1Br,-19.6%,-15.6%,18.2%,2.6%,i,0.2%,0.4,1.7%,·
CCOC(=O)CC/C(C)=N\N=C1\SC(CC(=O)O)C(=O)N1c1ccccc1 (stereo unspecified),0.3%,0.0%,-8.5%,-3.5%,i,0.3%,-1.3,2.8%,-4.0%
Cc1ccc(-c2noc(-c3cccnc3NCc3ccco3)n2)cc1,-2.9%,-13.3%,-8.9%,-0.2%,·,7.0%,·,·,?
CCOc1ccc(N2CC(C(=O)Nc3ccccc3F)CC2=O)cc1 (stereo unspecified),7.9%,0.0%,-1.8%,-1.7%,i,-0.3%,-2.1,0.8%,0.0%
C#CCSc1[nH]c(=O)cc(C)c1C#N,-1.1%,3.1%,-21.9%,8.2%,i,3.4%,-3.4,0.4%,2.6%

# Reprinted at random: 4 entries already listed
SMILES,HepG2 tox,TGFb SMAD3 inh,Abeta yeast res,A549 tox,pAkt inh,Nrf2 activator,CCT chaperon mod,Mm-Cpn inhibitor,Nrf2 inh
O=C(CSc1nc2ccccc2c(=O)n1CCCO)N1CCc2ccccc21,-1.1%,21.9%,10.9%,1.5%,i,-0.9%,-2.4,-4.0%,11.1%
Cc1ccccc1-n1ccnc1SCC(=O)NC1CCCC1,5.7%,28.5%,6.2%,-1.9%,i,0.0%,0.6,-3.3%,8.4%
CSC1=NCCN1C(=O)C12CC3CC(CC(C3)C1)C2,-1.5%,-12.0%,-19.8%,-1.3%,i,2.9%,-1.5,-4.3%,-18.2%
O=C(c1ccco1)N1CCN(C(=O)C2CCN(S(=O)(=O)c3cccs3)CC2)CC1,-12.2%,-4.5%,-6.2%,8.1%,·,-0.3%,0.1,-4.6%,·

# The list goes on:
SMILES,HepG2 tox,TGFb SMAD3 inh,Abeta yeast res,A549 tox,pAkt inh,Nrf2 activator,CCT chaperon mod,Mm-Cpn inhibitor,Nrf2 inh
CN(C)C(=O)C[n+]1cccc(/C=N/O)c1,9.3%,7.3%,-18.6%,0.0%,i,-0.3%,3.7,-0.6%,2.0%
CC1=C([N+](=O)[O-])C(c2ccccc2C(F)(F)F)NC(=O)N1C (stereo unspecified),3.7%,5.6%,-15.6%,3.0%,i,0.2%,1.3,2.6%,0.6%
CC(C)(C)c1nc(-c2ccccc2)nc2c1OCCC2,-2.7%,?,-14.6%,9.2%,i,0.6%,0.3,-8.6%,?
Cc1ccc(S(=O)(=O)N2CCN(S(C)(=O)=O)C2C)cc1 (stereo unspecified),-14.0%,13.6%,-9.6%,0.0%,i,0.0%,-2.8,-0.9%,-9.5%
CCOC(=O)COc1ccc(Br)cc1/C=C1\SC(N)=NC1=O,-30.4%,?,-5.5%,0.5%,i,4.0%,-2.8,0.9%,2.6%
CCC1CCCCN1C(=O)CCS(=O)(=O)c1cc2c(cc1C)NC(=O)CO2 (stereo unspecified),-2.5%,-3.2%,-15.1%,1.3%,·,-1.6%,·,·,?
Cc1nc(COc2ccc(C(=O)Nc3ccccc3N3CCOCC3)cc2)cs1,-20.6%,-0.1%,-26.7%,-12.6%,i,4.5%,-1.0,1.8%,-12.3%
O=C(O)CSc1c2c(nc3cc(C(=O)Nc4cccc(C(F)(F)F)c4)ccc13)CCC2,-1.7%,1.1%,-0.4%,-3.6%,i,0.6%,2.0,-0.6%,2.4%
Cc1ccc(SCC(=O)OCC(=O)NCC2CCCCC2)cc1C,9.9%,-5.0%,6.8%,-1.1%,i,0.5%,-3.0,-0.6%,-1.3%
C=C(C)Cn1c(-c2cccs2)n[nH]c1=S,9.2%,-1.7%,17.0%,-3.1%,i,0.3%,-1.1,-8.9%,-1.0%
COc1ccc(-c2csc(NC(=O)CSc3nnc(Nc4ccccc4C)s3)n2)cc1,-19.4%,-15.4%,6.6%,-10.2%,i,10.3%,0.9,-7.9%,?
N/C(=N\OC(=O)c1cccc2ccccc12)c1ccccn1,-59.2%,-11.8%,-40.8%[inhibitor],-15.7%,i,23.5%,0.8,0.4%,?
CCOC(=O)c1sc2ccccc2c1S(=O)(=O)N1CCN(c2cccc(C)c2C)CC1,8.5%,-31.9%,-10.3%,-1.1%,·,0.1%,·,·,-9.4%
CCOC(=O)c1ccc(NC(=O)CSc2nc(C)cc(=O)[nH]2)cc1,-1.0%,2.7%,2.1%,-12.6%,i,-0.4%,-0.4,-5.7%,-29.2%
O=C(NN1CCOCC1)c1ccccc1F,7.6%,-13.1%,-8.4%,6.5%,i,-0.4%,-1.7,-0.3%,-5.7%
Cc1ccc(S(=O)(=O)N(C)Cc2nc(-c3ccncc3)no2)cc1,-18.5%,0.0%,-14.4%,-14.1%,i,3.8%,-0.4,4.3%,17.6%
Cn1nc(C(=O)OCC(=O)Nc2ccccc2[N+](=O)[O-])c2ccccc2c1=O,9.9%,14.3%,-22.2%,2.5%,i,-1.0%,0.8,1.9%,5.2%
COc1ccccc1NC(=O)N1c2ccccc2NC(=O)CC1C (stereo unspecified),-3.9%,1.6%,19.2%,3.5%,i,-0.3%,-0.8,-1.6%,5.4%
COc1ccc(C)cc1S(=O)(=O)N(C)CC(=O)N1CCCC1,-9.0%,-11.5%,10.0%,2.6%,i,-0.1%,-2.8,0.1%,0.1%
